Source: PubChem BioAssay (National Center for Advancing Translational Sciences (NCATS))
ERK EGF inh – blocks ERK signaling stimulated by EGF; HEK293-V1b, EGF-stimulated phospho-ERK AlphaScreen; Potency, µM (titrated, usually from 11.5 µM), inactives show at the top dose activity change, negative = inhibition, actives largely listed as inhibitors; 130,000 compounds, 0.41% hits; AID 1454; active means well fitted inhibition curve with a large enough effect; inconclusive means small, poorly fitted or top-dose-only effect, or effect the other way;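 further: plate controls were stimulated vehicle wells for no effect and unstimulated vehicle basal for full effect; nearly all actives have a fitted effect of over 55% in size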
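In this qHTS, HEK293 cells with stable type-1 vasopressin (V1b) receptor were exposed to compound at 37C for 30 min, stimulated 5 min with EGF at 25 nM, lysed, and probed for phospho-ERK by AlphaScreen.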
The depositor's hits bear a star; ? = inconclusive; & = joins results of further samples; [ ] = remark or other dose. Potency means the concentration at half of the fitted maximal effect. Some of the compounds tested. The share of hits here may be higher or lower than overall.

SMILES	ERK EGF inh
O=C1c2ccccc2C(=O)N1CCCCN(C(=O)c1cc([N+](=O)[O-])cc([N+](=O)[O-])c1)c1ccc(Cl)cc1	?
COc1ccc(CCNC(=O)Cc2ccc(OC)c(OC)c2)cc1OC	-2%[57.5 µM]
CCN1C(=O)C(C(=O)c2ccccc2)SC1=S (stereo not drawn)	-5%
Cc1cc(C)cc(NS(=O)(=O)c2ccc(F)cc2)c1	-5%[57.5 µM]
Cc1cc2cc3c(=O)[nH]c(=O)[nH]c3nc2cc1C	7%[57.5 µM]
Cc1ccc(C(=O)N[C@@H](C)CN2C3=NC[C@H](C(C)C)N3C[C@H]2Cc2ccc(O)cc2)cc1Br	-12%[57.5 µM]
CCNc1nc(NOC)nc(OCC#N)n1	12%
Cc1cccc(NC(=O)C(=O)C2C(=O)Nc3ccccc32)c1 (stereo not drawn)	0%[57.5 µM]
O=C(O)COc1ccccc1/C=N/NC(=O)COc1ccc(-c2ccccc2)cc1	?
O=[N+]([O-])c1ccc2nc(-c3ccc(Cl)cc3)[nH]c2c1	12%
COc1ccc(OC)c(CN2CCC(CO)(CCOc3ccccc3)CC2)c1	7%
COC(=O)/C=C/C(=O)N1CCN(c2cccc(Cl)c2)CC1	-11%

In a second layout: entries from further up.
Compound | ERK EGF inh
Cc1ccc(C(=O)N[C@@H](C)CN2C3=NC[C@H](C(C)C)N3C[C@H]2Cc2ccc(O)cc2)cc1Br | -12%[57.5 µM]
CCNc1nc(NOC)nc(OCC#N)n1 | 12%
Cc1cccc(NC(=O)C(=O)C2C(=O)Nc3ccccc32)c1 (stereo not drawn) | 0%[57.5 µM]
O=C(O)COc1ccccc1/C=N/NC(=O)COc1ccc(-c2ccccc2)cc1 | ?
O=[N+]([O-])c1ccc2nc(-c3ccc(Cl)cc3)[nH]c2c1 | 12%
COc1ccc(OC)c(CN2CCC(CO)(CCOc3ccccc3)CC2)c1 | 7%

(cont.)
SMILES	ERK EGF inh
Cc1cccn2c(CNCC3(c4ccccc4)CCCC3)c(C(=O)N3CCOCC3)nc12	-11%
Cc1noc(C)c1C(=O)N1CCN(c2cccc(Cl)c2)CC1	-2%
CC(C)c1cccc(C(C)C)c1NC(=O)c1ccc(OCC(=O)NCc2ccccc2)cc1	1%
CC(C)C(OC(=O)c1nsc(Cl)c1Cl)C(=O)NC(C)(C)C (stereo not drawn)	-4%
CCCN1CN(c2ccccc2)C(=S)N(c2ccccc2)C1	-15%[57.5 µM]
c1ccc(-c2nnnc3ccccc23)cc1	3%
COc1cccc(NC(=O)c2cc(OC)c(OC)c(OC)c2Br)c1	5%
CCOc1ccccc1OCCCC(=O)N(C)CC(=O)Nc1cc(C)ccc1C	0%
COc1cc(C2N(C)CCC3(OCCO3)C2(C)C)cc(OC)c1OC (stereo not drawn)	-2%
Cc1ccccc1NC(=O)N1CCN(c2ncccn2)CC1	-1%
COc1c(Cl)cnn(-c2ccc(Cl)c(Cl)c2)c1=O	2%
C[C@@H](C(=O)Nc1ccc2ccccc2c1)[C@@H]1C[C@@]1(C)[C@@H](NC(=O)Oc1ccc(F)cc1)c1ccccc1	13%
COc1ccc(NC(=O)CNC(=O)Cn2c(C)cc3ccccc3c2=O)cc1OC	-10%
Cc1cccc(N2CCN(c3ccc(NC(=O)/C=C\C(=O)O)cc3)CC2)c1	-6%
CCCn1c(C)nc2c(NCCCCN3CCCC3)nc(C)nc21	6%
Cc1ccc(-n2c(C)cc(C(=O)COc3c(CO)cc(F)cc3CO)c2C)cc1C	?
CC(=O)NC(Cc1ccccc1C)C(=O)NC1CCN(C(=O)c2cccc(C)c2)CC1 (stereo not drawn)	-3%
CCc1cc2c(=O)[nH]c(-c3ccccn3)nc2s1	14%
Oc1c(C(c2cccc(F)c2)N2CCN(Cc3ccccc3)CC2)sc2ncnn12 (stereo not drawn)	10%
Cc1ccc(N(C(=O)Cc2cccs2)C(C(=O)NC2CCCCC2)c2ccccn2)cc1C (stereo not drawn)	2%
COc1ccccc1NC(=O)COC(=O)C1CC1	0%
C=C(C(C)=O)C(O)c1ccccc1 (stereo not drawn)	-10%
CCOc1ccc(NC(=O)c2sccc2-n2cccc2)cc1	?
Cc1cccc(C(=O)NCCC(=O)Nc2nc(C)c(Cc3ccc4c(c3)OCO4)s2)c1	2%

The closing 2 compounds of the part before open the next one.
SMILES	ERK EGF inh
CCOc1ccc(NC(=O)c2sccc2-n2cccc2)cc1	?
Cc1cccc(C(=O)NCCC(=O)Nc2nc(C)c(Cc3ccc4c(c3)OCO4)s2)c1	2%
O=C(CSc1ccsc1[N+](=O)[O-])NCc1ccccc1	10%
Cc1ccc2cc(C#N)c(SCC(=O)N3CCCC3)nc2c1	-13%[57.5 µM]
CCCCC(C)(O)C/C=C/[C@H]1[C@H](O)CC(=O)[C@@H]1CCCCCCC(=O)O (stereo partly drawn)	-2%
CN1/C(=C\C(=O)COC(=O)c2ccc(O)cc2)C(C)(C)c2ccccc21	?
CNc1nnc(-c2ccc(N(C)C)cc2)s1	-8%
C=CCN1C(=O)c2cccc3c(Br)ccc(c23)C1=O	-21%
COc1cc(C2CC(=O)Nc3c2c(=O)nc2c(C)cccn32)cc(OC)c1OC (stereo not drawn)	0%
O=C(CSc1nnc(NC(=O)C2CC2)s1)Nc1ccc2c(c1)OCCO2	8%
CC(=O)O[C@H]1C(=O)[C@@]2(C)[C@H]([C@H](OC(=O)c3ccccc3)[C@]3(O)C[C@H](OC(=O)[C@H](O)C(NC(=O)c4ccccc4)c4ccccc4)C(C)=C1C3(C)C)[C@]1(OC(C)=O)CO[C@@H]1C[C@@H]2O (stereo partly drawn)	-26%[57.5 µM]
COc1ccc(NC(=O)/C=C/c2ccccc2)cn1	10%
CCC(CC)C(=O)N1CCN(c2cccc(C)c2C)CC1	18%
COc1ccc(CN=C(Nc2ccccc2)SC2CC(=O)NC2=O)cc1 (stereo not drawn)	10%
CS(=O)(=O)N1N=C(c2ccccc2)CC1c1ccc2nccnc2c1 (stereo not drawn)	-4%
CCOC(=O)c1c(NC(=O)C(C)Sc2c[nH]c3ccccc23)sc2c1CCC2 (stereo not drawn)	4%
Cc1cc(C)cc(NC(=O)C(Nc2ccccc2)c2ccccc2)c1 (stereo not drawn)	-5%
Cc1ccc(NC(=S)NCC23C=CC(O2)C2C(=O)N(c4ccc(C)cc4)C(=O)C23)cc1 (stereo not drawn)	-2%
O=C(O)C1C2C=CC(C2)C1C(=O)NCCCc1ccccc1 (stereo not drawn)	2%
Cc1ccc(NC(=S)NC2CCCC2)cc1C	3%
O=C(N/N=C/c1ccc2ncccc2c1)c1cc(-c2cccs2)nc2ccccc12	-3%[57.5 µM]
Cc1ccc(S(=O)(=O)N(C)C)cc1NC(=O)CCc1ccccc1	-3%[57.5 µM]
CC1(C)C=Cc2cc3ccc(=O)oc3cc2O1	15%
Cc1cccc(N2CCN(Cc3nc(-c4cccc(Oc5ccccc5)c4)oc3C)CC2)n1	3%
O=C(NNc1cc(Cl)cc(Cl)c1)C1CCC1	-4%[57.5 µM]
c1nc(NCCN2CCOCC2)c2cc(-c3ccc4c(c3)OCO4)ccc2n1	20%
COc1cccc(/C=C/C(=O)Nc2ccc(N3CCOCC3)cc2)c1OC	-14%[57.5 µM]
COc1ccc(-c2oc3cc(OC)ccc3c2C(=O)c2ccc(C#N)cc2)cc1	-6%
NC1=NC(c2ccccc2)N=C(Nc2ccccc2)N1 (stereo not drawn)	-5%[57.5 µM]
Cc1sc2nc(CSc3ccc([N+](=O)[O-])c(C(F)(F)F)c3)[nH]c(=O)c2c1C	23%
COc1ccc(C(=O)NCCC2=CCCCC2)cc1[N+](=O)[O-]	-5%[57.5 µM]
O=C(Nc1ccc(S(=O)(=O)Nc2nccs2)cc1)c1cc(-c2ccccn2)nc2ccccc12	-5%
O/N=C\c1ccc(-c2ccccc2)o1	-2%
COc1ccc(-c2nc3cnc(N4CCNCC4)nc3n(C3CC3)c2=O)cc1	4%
CCCCNC(=O)C1(c2ccc(OC)cc2)CCOCC1	-1%
Cc1ccc(C(=O)OC(C(=O)Nc2ccc(Cl)cc2C(F)(F)F)c2ccccc2)cc1 (stereo not drawn)	4%
O=C(C1=C[C@@H](c2ccccc2)C[C@@H](OCCCCO)O1)N1CCOCC1	-11%[57.5 µM]
COCCN1C(=O)N[C@@H](CCc2ccccc2)[C@H](C(C)=O)[C@H]1C	4%[57.5 µM]
CC1CCN(CCCNC(=O)CN2CCN(Cc3ccc(Cl)cc3)C2=O)CC1	?
CCC(c1n[nH]c(=S)n1-c1ccccc1)N(C)C (stereo not drawn)	-1%
N#C/C(=C(/O)c1cc2ccccc2o1)c1nc2ccccc2s1	-10%[57.5 µM]
COCc1nc2sc3c(c2c(=O)[nH]1)CCCC3	3%
Cc1ccc(C)n1-c1ccc(C(=O)N/N=C/c2ccncc2)cc1	14%
Nc1nn2c(-c3ccccc3)cc(=O)[nH]c2c1N=Nc1ccc(O)cc1	0%
CC(=O)NCCc1csc(-c2ccccc2)n1	-6%
CC(C(=O)NC1C(=O)N2C(C(=O)O)=C(CSc3nnnn3C)CSC12)n1cc(Cl)cn1 (stereo not drawn)	-10%
CCOc1ccc(N(CC(=O)Nc2ccc(C)cc2)S(=O)(=O)c2c(C)[nH]c(=O)[nH]c2=O)cc1	9%[57.5 µM]
Cc1ccc(S(=O)(=O)N/N=C2/CCCCC2C2CCCCC2)cc1[N+](=O)[O-] (stereo not drawn)	4%
NC(=O)NC(CC(=O)NCCCc1ccccc1)c1ccc(Cl)cc1 (stereo not drawn)	9%[57.5 µM]
COc1ccccc1OCC(O)CN1CCN(CC(=O)Nc2c(C)cccc2C)CC1 (stereo not drawn)	11%&-3%
CCOc1ccc2nc(NC(=O)CC3Oc4ccccc4NC3=O)sc2c1 (stereo not drawn)	3%[57.5 µM]
COC(=O)c1sccc1Oc1c(Cl)cccc1[N+](=O)[O-]	-2%
Cn1cc([C@@H]2C[C@H]3CN(Cc4cccc(Cl)c4)C(=O)[C@]34CCCN24)c2ccccc21	-3%[57.5 µM]
CCC(C)C(NC(=O)C(CC(C)C)NC(=O)C(CO)NC(=O)C1CCC(=O)N1)C(=O)OC (stereo not drawn)	0%
COc1ccc(/C=N/n2c(-c3cc(C)[nH]n3)n[nH]c2=S)cc1OC	4%[57.5 µM]
CCOC(=O)C1=NNC(C(=O)c2ccc(Cl)cc2)C1c1ccc(OC)cc1 (stereo not drawn)	11%
CN(CC(O)Cn1cnc2c1c(=O)n(C)c(=O)n2C)c1ccccc1 (stereo not drawn)	-5%
Cc1cc(O)ccc1N=Cc1c(C(F)(F)F)[nH][nH]c1=O	-4%
Cc1cc(NC(=O)CN2CCN(c3cccc(Cl)c3)CC2)no1	-1%
Nc1nc(N2CCN(c3ccc(F)cc3)CC2)n[nH]1	-2%
CC(C)OC(=O)C(C#N)c1nc2ccccc2nc1N1CCCC1 (stereo not drawn)	?
CC(C)(C)c1csc(NNC(=O)c2ccc(Cl)cc2)n1	-2%[57.5 µM]

More structures
SMILES	ERK EGF inh
CCNC(=S)N1CCN(Cc2ccc3c(c2)OCO3)CC1	-3%
CCCCCCCCc1nc(SC(C)C(=O)O)n[nH]1 (stereo not drawn)	4%
Cc1[nH]n(-c2ccc([N+](=O)[O-])cc2)c(=O)c1/C=N/N1CCOCC1	8%
O=C(C1=C[C@@H](C2CC2)C[C@@H](OCCCCO)O1)N1CCN(Cc2ccc3c(c2)OCO3)CC1	-1%[57.5 µM]
OCCN1CCN(c2nc(NCc3ccco3)c3ccccc3n2)CC1	2%
CCc1sc(C(=O)Nc2ccccc2N2CCOCC2)cc1C	-4%
C/C(=N\NC(=O)CC1N=C(Cc2ccccc2)NNC1=O)c1ccc(Br)cc1 (stereo not drawn)	5%[57.5 µM]
O=C(CCc1ccccc1)N/N=C/c1cc(Br)ccc1O	28%
CS(=O)(=O)N(CCc1ccccc1)CC(=O)NCc1ccccc1	-12%
CC(=O)c1ccc2c(c1)OCCOCCOCCOCCOCCO2	1%[57.5 µM]
CC(C)C[C@H](NC(=O)N1CCCCCC1)C(=O)N[C@H](Cc1cn(C)c2ccccc12)C(=O)N[C@H](Cc1ccccn1)C(=O)O	0%
N#Cc1ccc(-c2csc(-c3ccno3)n2)cc1	-6%[57.5 µM]

Quoted from the results shown (five entries):
SMILES	ERK EGF inh
O=C(CCc1ccccc1)N/N=C/c1cc(Br)ccc1O	28%
CS(=O)(=O)N(CCc1ccccc1)CC(=O)NCc1ccccc1	-12%
CC(=O)c1ccc2c(c1)OCCOCCOCCOCCOCCO2	1%[57.5 µM]
CC(C)C[C@H](NC(=O)N1CCCCCC1)C(=O)N[C@H](Cc1cn(C)c2ccccc12)C(=O)N[C@H](Cc1ccccn1)C(=O)O	0%
N#Cc1ccc(-c2csc(-c3ccno3)n2)cc1	-6%[57.5 µM]

(further entries)
SMILES	ERK EGF inh
Cc1cccc(C(=O)NC(CC(=O)O)c2ccc(OC3CCCC3)cc2)c1[N+](=O)[O-] (stereo not drawn)	?
CC(=O)N1CCN2C(=O)C1CCCC(=O)c1cc(C)ccc12 (stereo not drawn)	1%
C=CCc1c(O)c(CC)cc2c(C)cc(=O)oc12	-1%[57.5 µM]
COc1ccc(-c2csc(Nc3ccc(C)cn3)n2)cc1	0%
COCCOc1cc(COC)nc(-c2cccc(C)c2)n1	3%[57.5 µM]
O=c1c2c(nc3cc(-c4ccc(Cl)cc4)[nH]n13)CCS2	-4%
Cc1cccn2c(=O)c(/C=C(\C#N)C(=O)NCc3ccco3)c(N3CCCCC3)nc12	2%
